From PubChem BioAssay
EBNA-1 inhibitor: blocks EBNA-1 binding to DNA; EBNA-1 DNA binding, fluorescence polarization; inhibition, % at 14.8 µM; 300,000 tested, 0.34% active; in the data active = inhibition above about 28%
PP1 counter: counter-screen for PP5 inhibitors: inhibitors of human PP1-alpha; P62136; purified PP1alpha, OMFP fluorescence; inhibition, % at 6.7 µM; 320,000 tested, 0.9% active; AID 2235;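 active = inhibition above the mean inhibition of all tested compounds plus 3 SD, computed separately for each screening campaign, cut at about 15% in these data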
Target sequence (P62136 whole entry, looked up): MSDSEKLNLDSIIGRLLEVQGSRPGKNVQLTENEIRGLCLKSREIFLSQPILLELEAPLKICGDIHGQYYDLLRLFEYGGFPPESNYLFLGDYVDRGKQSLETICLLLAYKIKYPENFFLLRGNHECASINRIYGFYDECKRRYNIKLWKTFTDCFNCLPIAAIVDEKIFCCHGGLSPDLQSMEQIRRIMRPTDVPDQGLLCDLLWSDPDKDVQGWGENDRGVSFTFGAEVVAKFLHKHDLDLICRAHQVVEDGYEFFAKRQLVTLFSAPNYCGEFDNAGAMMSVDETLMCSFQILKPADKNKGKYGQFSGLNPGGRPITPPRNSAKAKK
ZTA DNA inh: blocks Epstein-Barr virus ZTA, an EBNA-1 counter-screen | P03206 | ZTA-DNA binding, fluorescence polarization | inhibition, % at 11 µM | 320,000 tested, 0.15% active | AID 2234; in the data active = inhibition above about 33%
Target sequence (P03206 whole entry, looked up): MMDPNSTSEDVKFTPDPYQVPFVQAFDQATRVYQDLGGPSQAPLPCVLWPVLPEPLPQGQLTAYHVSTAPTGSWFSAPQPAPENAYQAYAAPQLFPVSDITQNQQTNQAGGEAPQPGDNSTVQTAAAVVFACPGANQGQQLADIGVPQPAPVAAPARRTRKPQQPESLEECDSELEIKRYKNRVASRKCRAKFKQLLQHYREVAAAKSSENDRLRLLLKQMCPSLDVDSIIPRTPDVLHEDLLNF
TPT1 inhibitor: inhibitors of Candida albicans tRNA 2'-phosphotransferase TPT1. inhibition, % at 5 µM. 300,000 tested, 0.81% active. AID 1962. recombinant caTPT1, FP RNA substrate dephosphorylation;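 active = inhibition above the mean of all tested compounds plus 3 SD, set per screening campaign, cut at about 24% in these data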;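 also: plate controls were DMSO alone for no effect and ferristatin control at 100 nM for full effect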
Efflux pump inh: antifungal efflux pump inhibition, Nile Red retention; 330,000 tested, 0.44% active; AID 485275; inhibition, % at 10 µM; S. cerevisiae Candida pump triplex;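 active = plate passing quality check with inhibition over a set limit, or well fluorescence over plate mean plus 4 SD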;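 also: Nile Red retained in pooled yeast measured as flow cytometry median fluorescence; 0% = buffer negative control and 100% = Enniatin B positive control; higher means more Nile Red kept so more efflux inhibition; some compounds called inactive have numbers as strong as hits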
Fh CTSL1 inh: blocks F. hepatica cathepsin L1 in PFM18AAP counter-screen; recombinant F. hepatica cathepsin L1, Z-Leu-Arg-MCA fluorescence; inhibition, % at 5.96 µM; 300,000 tested, 0.49% active; AID 1906;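 active = inhibition above the mean of all tested compounds plus 3 SD, set per screening campaign, cut at about 17% in these data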;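 also: 0% = plate median of test compound wells and 100% = 1 µM Z-Phe-Ala-diazomethylketone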
HCV core dimer: HCV core protein dimerization inhibition. TR-FRET GST/Flag-core106 dimerization, 1536-well. inhibition, % at 5 µM. 300,000 tested, 0.33% active;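 active = inhibition above the mean of all tested compounds plus 3 SD, set per screening campaign, cut at about 45% in these data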
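Assay system: GST-tagged and Flag-tagged HCV core protein residues 1-106 / Times: compound-protein-antibody incubation 4 h at 22.5 °C / Signal: time-resolved FRET, ex 340 nm, em 617 and 671 nm / Evaluation: % inhibition based on acceptor/donor emission ratio / Benchmarks: wells lacking GST-core106 and wells with excess unlabelled core106 / Repeats: singlicate, one well per compound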
PREPL inh: inhibitors of human prolyl oligopeptidase-like enzyme PREPL; Q4J6C6; recombinant PREPL, fluorescence polarization activity-based probe; inhibition, % at 5.96 µM; 320,000 tested, 0.68% active; AID 2751; in the data active = inhibition above about 43%;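 also: 0% = enzyme with DMSO and 100% = wells lacking enzyme; many of its hits are not listed in these tables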
PP5 primary: blocks human protein phosphatase 5 activity | AID 1987 | purified PP5c, OMFP substrate fluorescence | inhibition, % at 6.7 µM | P53041 | 320,000 tested, 0.18% active;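 active = inhibition above the campaign's mean inhibition across all tested compounds plus 3 SD, cut at about 9.5% in these data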;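 also: 0% = DMSO only and 100% = 100 µM cantharidin control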
Target sequence (P53041 whole entry, looked up): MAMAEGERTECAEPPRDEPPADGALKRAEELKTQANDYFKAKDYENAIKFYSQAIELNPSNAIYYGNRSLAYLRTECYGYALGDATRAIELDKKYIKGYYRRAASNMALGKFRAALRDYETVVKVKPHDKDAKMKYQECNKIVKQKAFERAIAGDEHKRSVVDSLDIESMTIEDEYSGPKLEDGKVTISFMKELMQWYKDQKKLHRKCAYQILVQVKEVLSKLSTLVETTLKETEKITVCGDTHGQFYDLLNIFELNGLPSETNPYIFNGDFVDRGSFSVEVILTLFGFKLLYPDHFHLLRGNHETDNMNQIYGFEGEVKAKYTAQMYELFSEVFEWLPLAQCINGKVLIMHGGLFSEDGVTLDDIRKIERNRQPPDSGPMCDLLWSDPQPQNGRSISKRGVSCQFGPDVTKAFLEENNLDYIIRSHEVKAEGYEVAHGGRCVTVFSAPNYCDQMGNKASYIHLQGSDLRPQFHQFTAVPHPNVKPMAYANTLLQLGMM
* marks the source's active call; other numbers are inactive results; x = no result given. These rows are one share of the data; count on the stated rates, not on these rows.

SMILES	EBNA-1 inhibitor	PP1 counter	ZTA DNA inh	TPT1 inhibitor	Efflux pump inh	Fh CTSL1 inh	HCV core dimer	PREPL inh	PP5 primary
O=C(Cn1nc(-c2cccc(Cl)c2)ccc1=O)NCC1COCCO1 (centres undefined)	-7.3	-3.3	-1.1	-1.3	0.1	5.9	-5.4	0.8	-1.5
O=C(O)c1ccc(N/N=C/c2cc3cc4c(cc3nc2Cl)OCCO4)cc1	1.6	1.5	-4.0	26.8*	0.1	-2.1	-10.8	2.6	-0.5
COc1cc(OC)c(C2N(c3cc(C)on3)C(=O)C3CCCN32)cc1OC (centres undefined)	-8.5	-0.3	4.4	-1.4	0.1	-1.0	-4.7	-7.9	0.7
Cc1cc(C)n(-c2ccc(NC(=O)C3CCN(Cc4ccccn4)CC3)cc2)n1	-4.4	-1.3	19.6	5.4	0.1	-4.1	-0.7	-4.8	-0.6
COc1ccc(S(=O)(=O)N2CCN(C(=O)[C@H](Cc3ccccc3)NC(=O)c3ccco3)CC2)cc1	x	-0.1	-4.4	x	-0.4	x	x	9.8	-0.9
CCOC(=O)c1ccc(-c2ccc(/C=N/NC(=O)CN(c3cccc(C)c3)S(C)(=O)=O)o2)cc1	-8.2	-3.9	-10.0	-2.4	0.3	-1.3	1.6	6.7	3.4
CC(C)(O[C@@H]1O[C@H](CO)[C@@H](O)[C@H](O)[C@H]1O)[C@@H]1CC=C(C(=O)O)CC1	x	-1.3	4.9	x	-0.2	x	x	2.1	-0.1
O=c1[nH]c(N2CCc3ccccc32)nc2c1CCCC2	3.2	-0.1	-7.0	1.2	-0.1	0.5	-7.3	-1.6	0.8
O=C(CN1C(=O)c2ccccc2S1(=O)=O)Nc1ccccc1	-2.3	-1.8	2.7	0.0	0.1	-3.9	1.9	18.4	2.8
COc1ccc(NC(=O)CSc2nnc(C3CC3)n2C)cc1S(=O)(=O)N1CCCCC1	x	-2.3	9.5	x	-0.1	x	x	-0.7	-1.1
CCN1CCN(c2ccc(NC(=O)c3cccc(F)c3)cc2Cl)CC1	1.1	-2.4	2.6	2.3	-0.1	-1.7	0.2	-3.8	1.4
Cc1cc(C)c(NC(=O)/C=C\C(=O)O)c([N+](=O)[O-])c1	-7.7	-5.6	-26.2	-1.1	-0.3	8.6	-5.7	-2.4	-7.1
Cc1ccc(C)c(NC(=S)N2CCC(NC(=O)C3CCCCC3)CC2)c1	-8.4	0.2	-7.9	2.8	-0.1	0.6	-6.3	5.6	0.1
COc1ccc(OC)c(/C=C2/Sc3ccccc3C2=O)c1	3.0	0.1	10.7	111.3*	0.1	0.2	5.0	16.9	-2.8
Cc1cc(OCC(=O)Nc2ccc3c(c2)OCCO3)ccc1Cl	-2.4	0.4	1.6	-4.9	0.2	-0.6	2.5	5.8	3.7
COc1ccccc1-c1cc(C(=O)NCc2ccccc2)no1	4.4	-9.0	-7.5	0.2	-0.2	5.4	-1.4	6.9	1.2
COc1ccc(NC2CCCN(C(=O)CCCn3cncn3)C2)cc1OC (centres undefined)	-3.5	-4.8	-1.0	-2.6	0.0	-0.3	-1.0	4.0	-1.9
COc1ccc(CNC(=O)C2CCC(CNc3c(N4CCC(C)CC4)c(=O)c3=O)CC2)cc1 (centres undefined)	0.8	-2.4	-16.9	1.3	-0.1	-3.8	-3.9	8.3	1.3
CN(C(=O)c1ccc(NC(=O)Cc2cccc(NC(=O)C3CCN(C(=O)C4CCC4)CC3)c2)cc1)C1CCCC1	x	-4.7	0.4	x	0.4	x	x	-4.3	0.4
O=C1OCc2cc(NC(=O)C3CCCCC3)ccc21	10.7	0.6	2.7	-0.8	0.0	1.1	2.2	7.8	-0.9
OCCC1CCCCN1CC(O)COCc1ccc(Cl)cc1 (centres undefined)	-11.3	3.6	-2.6	-0.8	-0.1	-1.5	-6.1	12.6	2.8
COc1ccc(CCc2nnc(CCC(=O)N(C)Cc3ccnc4ccccc34)o2)cc1	15.6	-2.2	3.0	-0.1	0.0	-1.4	3.1	1.4	4.4
CC(=O)c1cccc(NC(=O)c2cc(C)no2)c1	-6.0	-1.4	-5.7	-5.5	0.1	-7.3	11.5	-1.8	1.6
CC(=O)COC(=O)C1CCN(S(=O)(=O)c2cc([N+](=O)[O-])ccc2Cl)CC1	6.5	-0.8	4.5	-0.7	-0.1	1.0	5.9	4.4	1.6
CCOc1ccc(NC(C(=O)Nc2cccc(C(C)=O)c2)c2ccccc2)cc1 (centres undefined)	2.5	1.0	1.4	-0.4	-0.3	-4.8	1.7	5.2	3.6

(list continues)
SMILES	EBNA-1 inhibitor	PP1 counter	ZTA DNA inh	TPT1 inhibitor	Efflux pump inh	Fh CTSL1 inh	HCV core dimer	PREPL inh	PP5 primary
CC(C)(C)c1cc(OC(=O)c2ccncc2)ccc1O	-0.5	-0.9	-11.5	-7.7	-0.1	-19.7	-7.5	5.0	1.8
Cc1ccc(CCNC(=O)c2ccc(CS(=O)(=O)Cc3ccc(F)cc3)o2)cc1	7.7	-2.1	4.2	-0.7	-0.1	2.1	-1.9	-12.7	1.1
COc1cccc2sc(NN)nc12	-1.9	-2.3	10.6	2.9	0.1	-0.2	-1.8	26.8	1.8
O=C(Nc1cccnc1)c1ccc(-c2cc(Cl)ccc2Cl)o1	10.6	-0.9	1.0	2.5	0.1	2.5	0.4	10.0	2.4
CSc1ccc(S(=O)(=O)Nc2ccc3c(c2)NC(=O)CC3)cc1	3.5	-2.5	-5.1	-1.7	0.0	-2.6	-2.1	-19.5	2.5
COc1ccc(N(C(C)C(=O)Nc2ccc(S(=O)(=O)N3CCOCC3)cc2)S(C)(=O)=O)cc1 (centres undefined)	-7.9	-2.4	5.3	0.1	-0.1	0.5	-1.2	-8.8	1.3
COc1cccc(C(=O)CN2C(=O)C(C)(C)Oc3ccc(C(=O)N4CCCCCC4)cc32)c1	-5.2	-3.7	18.2	-0.9	0.2	-2.0	22.4	16.4	-4.3
CC(C)(C)NC(=O)CN1CCC(O)(c2ccccc2)CC1	2.6	-3.0	-4.3	0.1	-0.1	-1.1	2.5	-5.0	1.6
Cc1ccc(C(=O)NCCc2ccccc2)cc1S(=O)(=O)N1CCOCC1	x	-3.8	-4.2	x	0.0	x	x	5.8	-3.0
Cc1ccc(/C=N/NC(=O)CNC(=O)COc2ccccc2)o1	-3.8	-3.2	2.6	3.1	0.4	2.8	-1.4	8.8	-1.6
Cc1nn(C)cc1C(C)NC(=O)c1cc(COc2c(F)cccc2F)on1 (centres undefined)	-2.0	-0.5	-14.7	-4.0	-0.4	-2.8	-4.0	10.4	-2.8
Cc1ccc(NC(=O)CS(=O)CC(=O)NCC2CCCO2)cc1 (centres undefined)	-5.0	-1.6	13.6	2.1	0.1	-5.3	-0.1	-7.5	-0.8
O=c1[nH]cccc1-c1nc2ccccc2[nH]1	-0.2	-4.2	6.0	-1.2	0.1	3.7	1.4	9.0	2.9
COc1cc(C(C)=O)ccc1OCC(=O)Nc1ccccc1N1CCCCC1	-0.6	2.3	5.9	-5.3	0.0	3.1	-2.6	14.7	4.2
O=C(Cn1nc(Cc2ccncc2)c2ccccc2c1=O)N1CCc2ccccc2C1	4.5	2.3	18.6	-1.8	-0.3	2.7	4.3	-6.7	-0.9
COc1ccc(CN(C(=O)CN2C(=O)c3ccccc3S2(=O)=O)C(C(=O)NCC2CCCO2)c2ccco2)cc1 (centres undefined)	-22.2	3.2	2.1	-1.5	0.4	-5.4	-1.0	0.1	0.8
COc1ccc(NS(=O)(=O)c2cccc(C(=O)NCCCN3CCCC3=O)c2)cc1	-0.7	-0.1	-3.7	5.5	0.1	-11.5	-3.3	1.9	-0.8
Cc1cccc(OC(=O)c2cccnc2)c1	-9.2	1.3	-16.5	-0.8	0.1	-0.3	5.7	5.8	2.0
C=CCc1ccccc1OCC(O)CNC (centres undefined)	4.5	-0.1	9.1	8.9	0.1	2.2	4.3	2.7	1.9
Cc1ccc(S(=O)(=O)Nc2ccccc2C(=O)N2CCN(C)CC2)cc1	13.3	-3.4	7.9	-0.1	0.0	1.7	-3.5	4.3	3.3
COc1ccccc1/C=C1\SC(=O)N(CCC(=O)N(C)C2CCS(=O)(=O)C2)C1=O (centres undefined)	0.9	-1.1	-3.5	-0.1	0.0	-0.3	10.0	7.0	-0.1
COc1ccccc1NC(=O)c1c(Nc2ccccc2C)sc(C(=O)Nc2cccc(Cl)c2)c1N	12.8	3.0	-4.2	-0.3	-0.1	2.7	24.3	10.5	2.4
COc1ccc(NS(=O)(=O)c2ccc(O)c(NC(=O)c3cc4c(C)nn(-c5ccc(F)cc5)c4s3)c2)cc1	14.9	12.7	2.9	0.5	0.1	-1.2	42.7	-12.1	6.1
Cc1cccc(CS(=O)(=O)Cc2ccc(C(=O)NC3CCCC3)o2)c1	-4.5	-2.0	-9.9	-2.8	0.0	-5.6	0.6	-4.7	-0.1
CC(C)c1ccc(O)c(NC(=O)c2ncn[nH]2)c1	5.6	-11.3	2.7	2.6	-0.2	16.8*	0.4	20.1	1.3

Following part:
SMILES	EBNA-1 inhibitor	PP1 counter	ZTA DNA inh	TPT1 inhibitor	Efflux pump inh	Fh CTSL1 inh	HCV core dimer	PREPL inh	PP5 primary
O=C(Oc1ccc(C(=S)N2CCOCC2)cc1Br)c1cc(Cl)ccc1Cl	-3.2	1.8	-2.3	1.6	-0.1	-1.1	-0.8	0.5	3.3
CCOc1cc(/C=N/NC(=O)C2CCCC2)ccc1OC(C)C	13.4	-0.9	-1.8	-6.0	-0.1	2.6	-8.5	9.4	-2.3
CS(=O)(=O)N1CCC(C(=O)Nc2ccc(Br)cc2F)CC1	4.0	-8.2	7.8	2.4	0.0	0.7	-9.1	3.0	-2.3
Cc1ccccc1C(=O)NN(C)c1nc2ccccc2nc1C(F)(F)F	-1.6	-1.8	-6.3	2.9	-0.1	-2.0	4.0	-3.1	4.6
O=[N+]([O-])c1ccc(C(=Nc2cccc3ccccc23)N2CCOCC2)cc1	6.5	-1.4	15.9	-0.7	-0.1	2.2	4.9	3.5	-2.6
COc1ccccc1C1C(C(N)=O)=C(C)Nc2ncnn21 (centres undefined)	-5.2	-2.5	-5.9	0.9	0.0	1.4	-2.6	8.4	0.6
COc1ccc(CCNC(=O)C2CCCN2C(=O)Nc2ccc(F)cc2)cc1OC (centres undefined)	-1.5	3.4	-31.3	-0.4	-0.3	-3.6	-8.4	3.6	2.9
Cc1ccc(Cn2nnc3c(=O)[nH]c(C4CCCN(S(=O)(=O)c5ccc(F)cc5)C4)nc32)cc1 (centres undefined)	6.6	2.7	12.2	-0.5	-0.2	1.6	14.3	6.1	0.8
NC(=O)NC(=O)CSc1nnc(-c2ccco2)n1Cc1ccccc1	-5.2	-1.2	-12.4	-4.7	-0.1	-1.4	-3.6	15.0	-0.1
COc1ccc(C)cc1NS(=O)(=O)c1cc(C)ccc1C	-12.8	5.5	-9.9	1.4	0.5	1.8	-4.9	-1.9	3.9
CNc1nc(-c2ccccc2)cc(C(F)(F)F)c1C#N	13.4	-0.8	-4.2	-4.8	-0.1	1.1	-0.8	13.7	-0.4
O=C(CNCC1CCCO1)Nc1ccccc1N1CCCCCC1 (centres undefined)	3.1	0.5	3.6	-0.5	0.0	-0.4	-2.5	5.4	0.7

Profiles as entered above.
O=C(Oc1ccc(C(=S)N2CCOCC2)cc1Br)c1cc(Cl)ccc1Cl is listed as EBNA-1 inhibitor = -3.2; PP1 counter = 1.8; ZTA DNA inh = -2.3; TPT1 inhibitor = 1.6; Efflux pump inh = -0.1; Fh CTSL1 inh = -1.1; HCV core dimer = -0.8; PREPL inh = 0.5; PP5 primary = 3.3
CNc1nc(-c2ccccc2)cc(C(F)(F)F)c1C#N is listed as EBNA-1 inhibitor = 13.4; PP1 counter = -0.8; ZTA DNA inh = -4.2; TPT1 inhibitor = -4.8; Efflux pump inh = -0.1; Fh CTSL1 inh = 1.1; HCV core dimer = -0.8; PREPL inh = 13.7; PP5 primary = -0.4
